PI4K2A inh – blocks human PI4K2A kinase activity. AID 1346378. Q9BTU6. purified PI4K2A, ADP-Glo luminescence, 1 h; hits give low values. activity change, negative = inhibition, % at 76.9 µM. 0.13% of 420,000 active; in the data active = activity change below about -50%; inconclusive = mostly about -30% to -49%;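 also: -100% = wells without enzyme as full effect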
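PI4K2A activity was measured by ADP-Glo luminescence: enzyme (4 ug/mL stock) and phosphatidylinositol (1.2 mM stock) in Tris pH 7.5/MgCl2/EGTA/Triton X-100 buffer were reacted with ATP (300 microM stock) for one hour at ambient temperature.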
RXFP1 agonist – activates the human relaxin receptor RXFP1; Q9HBX9; HEK293T-RXFP1 cAMP TR-FRET, 30 min; response scale: percent of porcine relaxin response, buffer zero; Potency, µM (doses to about 57.5 µM), without a hit: top-dose activation, actives largely listed as activators; 0.3% of 370,000 active; AID 2676; also: potency is read from the fitted curve at half-maximal effect; % is scaled to controls: 0 for no effect and ±100 for the full control effect; nearly all actives have a fitted effect of over 60% in size; many of its hits are not listed in these tables
Target sequence (Q9HBX9 whole entry, looked up): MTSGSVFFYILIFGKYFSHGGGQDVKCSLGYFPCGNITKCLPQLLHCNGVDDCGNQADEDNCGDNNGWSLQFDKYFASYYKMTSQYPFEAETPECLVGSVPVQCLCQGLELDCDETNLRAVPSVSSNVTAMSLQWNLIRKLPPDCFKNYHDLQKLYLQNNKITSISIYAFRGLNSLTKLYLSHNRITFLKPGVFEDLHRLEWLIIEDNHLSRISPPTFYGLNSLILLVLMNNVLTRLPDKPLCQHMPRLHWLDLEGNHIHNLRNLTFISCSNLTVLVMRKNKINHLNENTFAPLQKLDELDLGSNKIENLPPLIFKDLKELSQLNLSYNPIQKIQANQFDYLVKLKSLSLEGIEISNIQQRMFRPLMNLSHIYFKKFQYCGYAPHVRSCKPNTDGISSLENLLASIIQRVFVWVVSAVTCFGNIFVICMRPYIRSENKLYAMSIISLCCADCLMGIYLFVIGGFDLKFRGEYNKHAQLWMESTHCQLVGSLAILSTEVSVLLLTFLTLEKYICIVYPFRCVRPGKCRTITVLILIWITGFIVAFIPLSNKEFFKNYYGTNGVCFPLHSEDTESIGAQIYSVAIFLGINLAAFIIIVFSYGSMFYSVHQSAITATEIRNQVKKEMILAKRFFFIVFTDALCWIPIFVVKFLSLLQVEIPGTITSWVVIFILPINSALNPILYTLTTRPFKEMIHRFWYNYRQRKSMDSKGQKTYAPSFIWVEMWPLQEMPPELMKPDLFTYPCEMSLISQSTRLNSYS
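Agonist response is measured as cAMP accumulation in an RXFP1-transfected HEK293T line under PDE4 inhibition. Values are scaled between buffer-only and 29 nM porcine relaxin, and EC50s come from standard Hill equation fits.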
USP1-UAF1 inh – blocks the human USP1/UAF1 deubiquitinase complex | O94782 | 0.23% of 390,000 active | recombinant USP1/UAF1, Ub-Rhodamine cleavage fluorescence | AID 743255 | Potency, µM (series often up to 57.1 µM), for inactives: at the top dose activity change, negative = inhibition, most hits filed as inhibitors; also: potency is read from the fitted curve at half-maximal effect; % is scaled to controls: 0 for no effect and ±100 for the full control effect; nearly all actives have a fitted effect of over 60% in size; inactives centre near -12
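High-throughput fluorogenic screen: 1nM USP1/UAF1 complex, Ub-Rho substrate 150nM final, 50mM HEPES pH 7.8 with 0.5mM EDTA, 0.1 mg/ml BSA, 1mM TCEP and 0.01% Tween-20.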
TrxR1 substrate – substrates of rat thioredoxin reductase 1. O89049. purified TrxR1 substrate turnover, NADPH consumption readout. Potency, µM (series often up to 114 µM), for inactives: at the highest dose activity change, negative = substrate turnover. 0.01% of 390,000 active. AID 588456; also: potency is read from the fitted curve at half-maximal effect; % is scaled to controls: 0 for no effect and ±100 for the full control effect; nearly all actives have a fitted effect of over 50% in size
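Rat TrxR1, dispensed at 90 nM, was prereduced with 400 uM NADPH (final) for 5 min at ~22 deg C, then incubated with compound 15 min before 400 uM selenite. A first-read NADPH fluorescence drop versus no-compound background flagged substrates.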
Vif-A3G inh – Vif-A3G binding inhibition. Potency, µM (series often up to 46.1 µM), inactives show at the top dose activity, negative = active, most hits filed as inhibitors. HeLa A3G-eYFP + Vif (tagged APOBEC3G with the HIV-1 protein that degrades it), YFP fluorescence, overnight. Q9HC16. 0.076% of 410,000 active;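 also: potency is read from the fitted curve at half-maximal effect; % is scaled to controls: 0 for no effect and ±100 for the full control effect; nearly all actives have a fitted effect of over 60% in size; hits raise eYFP signal because A3G escapes Vif-driven loss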
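HeLa cells stably expressing Vif and C-terminally eYFP-tagged A3G, seeded overnight at 37 deg C, then exposed to compound by pintool overnight at 37 deg C. Rise in yellow fluorescence (Ex 488/Em 500-530, Acumen) marks blocked Vif-driven A3G degradation.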
Vif-APOBEC3F blk – Vif-A3F binding inhibition. HeLa A3F-eYFP + Vif (tagged APOBEC3F with the HIV-1 protein that degrades it), YFP fluorescence increase. Potency, µM (top dose mostly 46.1 µM), for the others: at the highest dose activity, negative = active. 0.2% of 390,000 active. AID 602313; also: potency is read from the fitted curve at half-maximal effect; % of control where 0% means no effect; nearly all actives have a fitted effect of over 65% in size
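HeLa cells stably expressing Vif plus C-terminally eYFP-tagged A3F were seeded, incubated overnight at 37 deg C, dosed with compound, incubated overnight again at 37 deg C. Yellow fluorescence (Ex 488/Em 500-530) reported blocked Vif-mediated A3F-eYFP degradation.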
LDHA inh – inhibitors of human lactate dehydrogenase A; P00338; purified LDHA, NADH/diaphorase-resazurin fluorescence; hits give low values; activity change, % (values are at about 110 or 230 µM); 0.15% of 480,000 active; AID 1347041; in the data active = activity change below about -30%; inconclusive = mostly about -25% to -30%;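 also: plate controls were DMSO wells for no effect and wells without enzyme for full effect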
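Resorufin fluorescence (ex540/em590), read at 0 and 20 min after diaphorase/resazurin addition, reports the NADH left after a 5 min room-temperature reaction of 2 nM human LDH5 with 0.06 mM NADH and 0.2 mM pyruvate.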
IDH1 R132H inh – human IDH1 R132H inhibition; O75874; IDH1-R132H enzyme, NADPH consumption, diaphorase/resazurin fluorescence; Potency, µM (top dose mostly 76.6 µM), for the others: at the highest dose activity change, negative = inhibition, actives largely listed as inhibitors; 0.093% of 390,000 active; AID 602179; also: potency is read from the fitted curve at half-maximal effect; % is scaled to controls: 0 for no effect and ±100 for the full control effect; nearly all actives have a fitted effect of over 65% in size
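IDH1-R132H (0.5 ug/mL dispensed) in pH 7.5 Tris buffer was preincubated 30 min with compound, then given a substrate mix of 0.016 mM NADPH and 2 mM alpha-KG for 80 min at room temperature; remaining NADPH was read by diaphorase/resazurin fluorescence.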
GRP78 ERSR act – ER stress response induction in glioma; U87-MG GRP78 promoter luciferase reporter, 16 h; Potency, µM, for inactives: top-dose activation, usual class: activators; 0.02% of 420,000 active; AID 602332; also: potency is read from the fitted curve at half-maximal effect; series mostly up to about 76 µM; % of control where 0% means no effect; nearly all actives have a fitted effect of over 35% in size
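Stably transfected U87-MG human glioma cells carrying a GRP78-based luminescent sensor were seeded at 1000 cells/well, pin-dosed with compounds and incubated 16 h. Luciferase reagent was then added, and end-point luminescence was read after 10 min at room temperature.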
Starred values were filed as active, the others as inactive; ? = inconclusive; / = not tested or not shown; [ ] = dose if it differs, or a comment. Unless noted, calls follow the shape of the dose curve; as a rule, active = well fitted curve in the direction sought with a large enough effect; inconclusive = small, poorly fitted or top-dose-only effect, or another doubt; inactive = no such curve, though single readings can be large; an effect the other way counts as inactive or inconclusive. An excerpt; count on the stated rates, not on these rows.

SMILES	PI4K2A inh	RXFP1 agonist	USP1-UAF1 inh	TrxR1 substrate	Vif-A3G inh	Vif-APOBEC3F blk	LDHA inh	IDH1 R132H inh	GRP78 ERSR act
COc1ccccc1S(=O)(=O)Cc1ccc(C(=O)NCc2ccco2)o1	-14	0.3%	-10%	2%	3%	4%	-4	1%	-1%
CCC1(C)Cc2c(sc3nc(SC)n(Cc4ccccc4)c(=O)c23)CO1 (configuration not stated)	3	0.2%	-19%	-5%	-1%	-5%	0	6%	-2%
CC(=O)Nc1ccc2nc(NC(=O)CS(=O)(=O)c3ccc(F)cc3)sc2c1	-10	/	-28%	/	0%	-2%	1	5%	-2%
CCN1CNC(=S)N(c2ccccc2C)C1	-3	-1.1%	-12%	-4%	4%	3%	-1	1%	-1%
O=C(CSc1nnc(-c2cccc(S(=O)(=O)N3CCOCC3)c2)n1C1CCCCCC1)NCc1ccccc1	0	2.4%	-12%	-5%	1%	1%	-12	1%	-3%
Cc1cccc(Cn2cc(S(=O)(=O)c3ccccc3)c(=O)c3cc(F)c(N4CCOCC4)cc32)c1	-3	3.7%	-23%	6%	1%	-5%	1	-11%	-3%
Cc1ccc2nc(Cl)c(/C=N/Nc3ccc(C(=O)O)cc3)cc2c1	-1	9.9%	-26%	27%	-6%	-11%	-9	10%	-8%
CCc1ccc(C(=O)c2c(N)c(-c3nc(-c4ccc5c(c4)OCO5)cs3)c3ccccn23)cc1	5	5.4%	-27%	-4%	0%	-7%	-10	-4%	1%
O=C(Nc1ccc2c(c1)OCCO2)C(C1CC1)N1CCN(c2ccc(F)cc2)CC1 (configuration not stated)	-5	/	/	/	-5%	/	-7	/	-3%
O=C(CCCCCn1c(=O)[nH]c2ccccc2c1=O)NCc1cccc(Cl)c1	4	5.2%	?	-10%[57.1 µM]	0%	-1%	8	-19%	3%
CCOC(=O)C1CCN(S(=O)(=O)c2ccc3oc(=O)ccc3c2)CC1	0	-0.8%	-13%	-5%	1%	-5%	-5	11%	-1%
CS(=O)(=O)N1CCN(c2nc3ccccc3s2)CC1	4	2.5%	-4%	9%	1%	-4%	-2	-2%	?
CCC1=C(c2ccc(OC)cc2)CCC(C(=O)O)C1C (configuration not stated)	4	/	-5%	13%	-1%	2%	-1	8%	-2%
Cc1cc(C)c(C(=O)CSc2n[nH]c(=O)n2C2CC2)cc1C	4	?	-7%	-5%	2%	-2%	0	3%	-5%
COc1ccc(CNC(=O)C(c2ccncc2)N(C(=O)Cc2cccs2)c2cccnc2)cc1 (configuration not stated)	13	0.8%	-9%	3%	2%	2%	-5	-4%	-3%
Cn1ncc(Cl)c1C(=O)Nc1nc2ccc(Cl)cc2s1	-4	7.3%	-16%	21%	-4%	1%	-3	3%	-2%
CCOC(=O)Cn1nc(C)cc1NC(=O)c1ccncc1	-3	-0.5%	5%	-7%	-1%	-3%	-4	-6%	0%
CS(=O)(=O)N1CCc2cc(S(=O)(=O)Nc3ccc4oc5c(c4c3)CCCC5)ccc21	2	0.4%	?	-7%	2%	0%	-1	2%	-3%
Cc1cc2nc(-c3ccc(SCc4ccc(C(=O)O)cc4)nc3)[nH]c2cc1C	0	3.7%	?	54%[activator][57.1 µM]	?	-1%	-7	17%	4%
CCN(CC)C(=O)C1CCCN(Cc2nc(-c3cnccn3)no2)C1 (configuration not stated)	0	3.9%	-31%	4%	4%	11%	-6	0%	-3%
CCCCN(C)c1c(C)nc2ccc(C(=O)NCc3ccc(OC)cc3)cn12	2	/	/	/	-1%	/	-1	/	-1%
CN(Cc1ccc(C(C)(C)C)cc1)C(=O)C1CSC2(C)CCC(=O)N12 (configuration not stated)	-2	2.1%	-21%	0%	8%	-1%	-3	-5%	-2%
COc1ccc(CNC(=O)C(c2ccco2)N(C(=O)Cc2cccs2)c2cccnc2)cc1 (configuration not stated)	1	-1.4%	-25%	11%[57.1 µM]	-1%	-15%	0	0%	-7%
CN(CC(=O)Nc1ccc(F)c(F)c1F)C(=O)/C=C/c1ccco1	-5	/	-3%	-6%	-1%	-22%	-4	0%	2%
CCN(C(=O)Cn1c(=O)n(-c2cc(OC)c(OC)c(OC)c2)c(=O)c2ccccc21)c1cccc(C)c1	0	-0.1%	-14%	-6%	0%	-4%	-4	-6%	-2%
COC(=O)c1cccc(NC(=O)CC2C(=O)NCCN2C(=O)Nc2ccccc2)c1 (configuration not stated)	-1	-1.1%	-16%	-6%	0%	0%	-2	2%	-5%
CCOc1ccccc1NC1=NCC(=O)N1Cc1ccc(F)cc1	-2	3.6%	-22%	7%	-1%	1%	-11	7%	0%
O=C(O)CCCNC(=O)c1cncc(Br)c1	-1	3.0%	-18%	-7%[57.1 µM]	0%	0%	-3	7%	-5%
Cc1nc2ccc(S(=O)(=O)NC(C(=O)NCc3ccc4c(c3)OCO4)C(C)C)cc2s1 (configuration not stated)	-5	2.2%	-1%	0%	-1%	9%	-4	-8%	0%
CN(N)c1ccc2c(C(F)(F)F)cc(C(F)(F)F)nc2n1	0	1.3%	-17%	7%	-1%	0%	-2	7%	1%

One compound at a time, from the list above. Order of values: PI4K2A inh, RXFP1 agonist, USP1-UAF1 inh, TrxR1 substrate, Vif-A3G inh, Vif-APOBEC3F blk, LDHA inh, IDH1 R132H inh, GRP78 ERSR act
Listed for CN(Cc1ccc(C(C)(C)C)cc1)C(=O)C1CSC2(C)CCC(=O)N12 (configuration not stated) : -2, 2.1%, -21%, 0%, 8%, -1%, -3, -5%, -2%
Listed for CCOC(=O)Cn1nc(C)cc1NC(=O)c1ccncc1 : -3, -0.5%, 5%, -7%, -1%, -3%, -4, -6%, 0%
Listed for CCN(CC)C(=O)C1CCCN(Cc2nc(-c3cnccn3)no2)C1 (configuration not stated) : 0, 3.9%, -31%, 4%, 4%, 11%, -6, 0%, -3%

Following part.
SMILES	PI4K2A inh	RXFP1 agonist	USP1-UAF1 inh	TrxR1 substrate	Vif-A3G inh	Vif-APOBEC3F blk	LDHA inh	IDH1 R132H inh	GRP78 ERSR act
Cc1cc(C)cc(N(CC(=O)NC(C)(C)C)C(=O)CNC(=O)c2cccs2)c1	5	-1.6%	-24%	-6%[57.1 µM]	-3%	-13%	-5	-2%	-3%
O=C(Cn1ccc2cc(S(=O)(=O)N3CCCC3)ccc21)NCc1ccco1	3	0.5%	0%	5%[57.1 µM]	1%	4%	-5	-6%	-2%
O=C(Nc1nc2c(F)cccc2s1)c1ccc2c(c1)OCCO2	-3	-0.3%	-15%	-3%[57.1 µM]	-4%	-7%	-6	8%	-7%
COC(=O)C(C)Sc1ccc2nnc(-c3ccccc3)n2n1 (configuration not stated)	-2	25µM*	0%	14%	0%	1%	-13	-3%	0%
CC(=O)OC1C(OC(C)=O)N(C(C)=O)C(=O)N1C(C)=O (configuration not stated)	2	-1.1%	-18%	-1%	-1%	-2%	-3	1%	0%
CCOC(=O)c1ccc(OCC2c3cc(OC)c(OC)cc3CCN2C(=O)Cc2ccc(F)cc2)cc1 (configuration not stated)	4	0.3%	?	-5%[57.1 µM]	-1%	3%	5	1%	2%
CCCCS(=O)(=O)Nc1ccc2cn[nH]c2c1	1	-0.9%	-19%	-9%	2%	0%	4	2%	-8%
Clc1cccc(-n2ncc3c(NCCCc4ccccc4)ncnc32)c1	-2	-0.1%	-10%	3%[57.1 µM]	-1%	-26%	-6	-1%	-3%
CN1/C(=C\C=Nc2cc(S(=O)(=O)N3CCOCC3)ccc2N2CCOCC2)C(C)(C)c2ccccc21	-5	1.4%	?	0%[57.1 µM]	0%	8%	1	1%	-1%
O=C(/C=C/c1cccc(Oc2ccccc2)c1)N1CCOCC1	-4	1.4%	-7%	-5%	-2%	5%	-2	0%	0%
CCN1CCN(c2ncnc3sc(C(=O)Nc4ccccc4F)c(C)c23)CC1	4	1.8%	-17%	7%[57.1 µM]	-2%	0%	2	-1%	0%
Cc1cccc(-c2noc(CSc3ccccc3)n2)c1	3	1.8%	-10%	-12%	0%	3%	-2	0%	2%
COc1cccc(NC(=O)[C@H](Cc2ccccc2)NC(=O)[C@@H]2Cc3ccccc3CN2)c1	0	-3.2%	-14%	1%	-7%	2%	-1	0%	2%
CCC(=O)c1ccccc1OCCCCn1cncn1	2	-0.6%	0%	-3%	0%	9%	?	-4%	-4%

3 entries already listed, sorted by the number in USP1-UAF1 inh, rising.
SMILES	USP1-UAF1 inh
CCN1CNC(=S)N(c2ccccc2C)C1	-12%
Clc1cccc(-n2ncc3c(NCCCc4ccccc4)ncnc32)c1	-10%
COc1ccc(CNC(=O)C(c2ccncc2)N(C(=O)Cc2cccs2)c2cccnc2)cc1 (configuration not stated)	-9%

Source: PubChem BioAssay (National Center for Advancing Translational Sciences (NCATS))
